Growth percent in the NCI-60 one-dose screen (48 h, 10 µM unless noted): 100 = growth as untreated, 0 = no growth, -100 = all killed.
T-47D – T-47D breast cancer. actives 5% (n = 79,000). AID 1794792
K-562 – K-562 leukemia; actives 7.4% (n = 78,000)
MDA-MB-231 – MDA-MB-231 breast cancer. actives 5% (n = 81,000). AID 1794789
BT-549 – BT-549 breast cancer; actives 4.4% (n = 78,000); AID 1794793
SR – SR leukemia cells. actives 8.7% (n = 73,000)
MDA-MB-468 – MDA-MB-468 breast cancer. actives 8.5% (n = 78,000)
MOLT-4 – MOLT-4 leukemia cells. AID 1794779. actives 6.9% (n = 80,000)
MCF7 – MCF7 breast cancer; actives 6.3% (n = 82,000); AID 1794796
Starred values were filed as active, the others as inactive; / = no result given; & = joins results of further samples; ! = not confirmed by another sample; [ ] = another dose, or the depositor's remark. How the source made its calls: active means growth percent below 10; inactive means the rest.

SMILES	T-47D	K-562	MDA-MB-231	BT-549	SR	MDA-MB-468	MOLT-4	MCF7
COc1cccc(/C=N/Nc2nnc(N/N=C/c3cccc(OC)c3OC)c3ccccc23)c1OC	/	/	87	97	82	109	79	87
CCCCCCCOC(=O)Nc1ccc(OCC)cc1	104	86	103	88	/	110	79	95
CCCCCCCC[C@@H](O)CC(=O)N[C@@H](CC(N)=O)C(=O)N[C@@H](CCC(N)=O)C(=O)N[C@H](CC(=O)c1cc(C)cc(O)c1C(=O)c1c(O)cccc1O)CC(C)C	61	69	75	75	/	62	40	55
C[n+]1ccc(Nc2ccc(NC(=O)c3ccc(C(=O)Nc4ccc(Nc5cc[n+](C)cc5)cc4)cc3)cc2)cc1	88	62	103	80	116	77	95	53
CC(=O)Nc1ccc(OC(C)=O)cc1	103&78	8.3*!	-20*!	103&12	115	5.2*!	117&15	92
O=[N+]([O-])c1ccc(N/N=C/c2cccc3ccccc23)cc1	94	/	103	107	78	97	84	94
CCCN1C(=O)c2c(Br)c(Br)c(Br)c(Br)c2C1=O	80	91	90	/	86	58	93	54
COc1ccc(/C=C/C(=O)c2ccc(-n3cc(CN4CCN(c5cc6c(cc5F)c(=O)c(C(=O)O)cn6C5CC5)CC4)nn3)cc2)cc1	79	43	67	66	-2.2*	26	64	13
CCOC(=O)C(CC(=O)c1ccc2c(c1)OCO2)Cc1cc(OC)c(OC)c(OC)c1 (stereo not drawn)	93	90	105	98	94	113	100	98
NC(c1ccccc1)c1cccs1 (stereo not drawn)	100	99	97	106	94	102	98	94
Cc1ccc(S(=O)(=O)/N=C2\NC(=O)/C(=C\c3ccccc3)S2)cc1	101	95	101	113	96	110	87	97
CCOC(=O)c1c2ncccc2n2c(=O)n(-c3cccc(OC)c3)nnc12	90	95	90	87	92	/	100	84
COC(=O)c1nc(-c2ccc(C)cc2)oc1S(=O)(=O)N1CCN(c2oc(-c3ccccc3)nc2C#N)CC1	111	/	102	100	/	94	/	81
CCC1([N+](=O)[O-])COC(c2ccc(OC)cc2)OC1 (stereo not drawn)	90	100	117	107	109	113	100	98
CCOC(=O)c1c(Nc2ccccc2)nn2c(-c3ccco3)c(C#N)cnc12	88	/	80	83	/	89	92	83
CC1(C)C(=O)CC[C@]2(C)[C@H]3C(=O)C=C4[C@@H]5C[C@@](C)(C(N)=O)CC[C@]5(C)CC[C@@]4(C)[C@]3(C)CC[C@@H]12	87	85	115	105	92	106	99	87
O=C(Nc1cc([N+](=O)[O-])ccc1O)c1ccc(C(=O)Nc2cc([N+](=O)[O-])ccc2O)cc1	102	92	98	101	81	98	92	101
O=c1nc2sccc(-c3ccc(F)cc3)c-2s1	112	110	102	94	120	99	111	90
NC(=O)C(O)c1ccccc1 (stereo not drawn)	113	111	114	112	100	79	123	106
COc1ccc(CNc2nc3ccccc3c3c(=O)c4cc(Cl)ccc4sc23)cc1	33	71	34	93	89	37	93	18
CC(=O)c1ccc(Br)c2ccccc12	107&105	81&98	118&102	108	95&97	106&106	122&96	96&113
COc1cccc(-c2cc(=O)c3cc(Cl)cc(N[C@@H](C)c4ccccc4)c3o2)c1N	96	94	84	126	113	93	98	89
CCOC(=S)SCC(=O)c1cccc([N+](=O)[O-])c1	86	68	80	98	11	86	85	87
CS(=O)(=O)OC1CCCC(OS(C)(=O)=O)C1 (stereo not drawn)	97	102	105	117	95	88	94	91
Cc1cc(N=O)cc(C(C)(C)C)c1O	85	98	95	98	99	91	94	94
O=C(O)CCc1nnc2c(Cc3ccccc3)nc3ccccc3n12	95	/	97	97	100	92	94	93
CC(=O)Nc1cccc(C(=O)C2=Cc3cc4ccccc4n3Cc3cnnn32)c1	93	83	72	85	/	74	89	84
Cc1cccc(C)c1NC(=O)N/N=C/c1c[nH]c2ccccc12	73	86	99	101	102	83	96	78
COCCCNS(=O)(=O)c1ncnc2nc[nH]c12	105	109	124	123	108	/	102	112
COc1cc(C(=O)OCC[N+](C)(C)C)cc(OC)c1OC	90	107	109	103	117	112	112	94

Of the compounds above, these have bromine:
SMILES	T-47D	K-562	MDA-MB-231	BT-549	SR	MDA-MB-468	MOLT-4	MCF7
CCCN1C(=O)c2c(Br)c(Br)c(Br)c(Br)c2C1=O	80	91	90	/	86	58	93	54
CC(=O)c1ccc(Br)c2ccccc12	107&105	81&98	118&102	108	95&97	106&106	122&96	96&113

(more compounds)
SMILES	T-47D	K-562	MDA-MB-231	BT-549	SR	MDA-MB-468	MOLT-4	MCF7
NC1=C(C/C(N)=N\O)C(c2ccccc2Cl)c2c(ccc3ccccc23)O1 (stereo not drawn)	85	23	87	89	55	62	76	68
NS(=O)(=O)c1ccc(Nc2nc(N/N=C/c3ccccc3)nc(Nc3ccccc3)n2)cc1	63	59	83	94	74	80	42	53
CC(=O)c1ccc[n+](Cc2ccccc2)c1	95	107	108	116	98	93	103	94
O=C(O)CNC(=O)CNC(=O)OCc1ccccc1	102	115	94	105	105	93	98	103
CCNc1ncnc2c1cnn2C	81	105	102	94	106	105	107	91
CC(=O)c1ccc(NC(=O)CN2CCN(c3cc(=O)[nH]c4ccc(F)cc34)CC2)cc1	81	87	99	104	101	91	83	80
O=C(NCCCNC(=O)OCc1ccc2c(Cl)cc(Cl)c(O)c2n1)OCc1ccc2c(Cl)cc(Cl)c(O)c2n1	51	18	55	71	39	48	29	34
Cn1cc(-c2cc3nc(-c4c[nH]c5ccc(F)cc45)cc(N)n3n2)c2ccccc21	101	99	105	108	88	99	98	104
CCCCN1C(=O)c2c(/C=C/C(=O)OC)ccc3c(OC)cc(/C=C/C(=O)OC)c(c23)C1=O	76	72	79	92	/	93	79	89
Cc1nnc2c(C#N)c(-c3cccn3C)cc(-c3ccc(Br)cc3)n12	85	95	91	136	91	85	92	80
Cc1cc(C)n(C(=O)c2sc(=S)n(-c3ccccc3)c2NC(=S)NC(=O)c2ccccc2)n1	111	105	99	89	109	96	94	91
CC(=O)CC1(O)C(=O)Nc2ccc([N+](=O)[O-])cc21 (stereo not drawn)	103	109	94	119	92	108	107	101
CC(C)Cc1cc(CNC(=O)C2[C@H]3CN(C(=O)c4ccccc4)C[C@@H]23)nn1-c1ccccc1 (stereo partly drawn)	74	81	103	96	90	89	81	94
COC(=O)c1cc(CN2CCCCC2)cc(OC(=O)c2cc(OC)c(OC)c(OC)c2)c1	98	101	96	105	/	105	97	91
FC(F)(F)c1c(-c2nnnn2-c2ccc(Cl)cc2)cnn1-c1ccccn1	71	60	90	92	71	/	82	113
O=C1NN(c2ccccc2)C(c2ccc(Cl)c(Cl)c2)N2CCC[C@@H]12 (stereo partly drawn)	71	90	75	88	77	106	97	96
CCCC(=O)Nc1ccc(OCC(O)CNC(C)C)c(C(C)=O)c1 (stereo not drawn)	106	97	106	103	101	102	103	100
CC[C@]12C=CCN3CC[C@@]4(c5ccc(OC)cc5N(C)[C@H]4[C@@](O)(C(=O)OC)[C@@H]1OC(=O)CCC(=O)N[C@H](Cc1c[nH]c4ccccc14)C(=O)OC)[C@@H]32	-29*[100 µM]	5.8*[100 µM]	-71*[100 µM]	-17*[100 µM]	26[100 µM]	-43*[100 µM]	-12*[100 µM]	-43*[100 µM]
COc1ccc(NC(=O)CSc2nc(C)c(C(C)=O)n2-c2ccc([N+](=O)[O-])cc2)cc1	88	97	80	92	/	91	92	94
CCNCCNc1c(C)c(-c2ccc(C(F)(F)F)cc2)c(C#N)c2nc3ccccc3n12	83	55	91	75	-0.9*	56	91	76
O=[N+]([O-])c1ccccc1S(=O)(=O)N(CCCCN(S(=O)(=O)c1ccccc1[N+](=O)[O-])S(=O)(=O)c1ccccc1[N+](=O)[O-])S(=O)(=O)c1ccccc1[N+](=O)[O-]	94	114	104	109	119	90	117	102
CC1(C)CC2=C(C(=O)O1)C(c1ccccc1)NC(=O)N2 (stereo not drawn)	104	64	111	103	100	/	91	103
O=Cc1cccc(OC(=O)Nc2ccccc2)c1	102	99	104	105	96	107	100	95
CC1=NOC(=O)/C1=C\c1ccc(O)cc1	104	98	95	107	/	103	102	95
COC(=O)COCC(O)COc1cc(C(C)C)c(C2(c3cc(C)c(OCC(O)COCC(=O)OC)cc3C(C)C)OC(=O)c3ccccc32)cc1C (stereo not drawn)	21	45	58	56	64	40	42	42
S=c1nc[nH]c2c1cnn2-c1ccccc1	98	99	88	91	/	128	97	88
Nc1nnc(CS(=O)(=O)c2ccccc2)s1	102	99	102	/	108	111	103	101
CC(C)CN1CC(Br)C(=O)NC1=O (stereo not drawn)	88&107	112	96&108	96	108&62	79&103	109&74	90&75
COc1cccc(C2=NN3C(C2)c2ccccc2OC3c2ccc(/C=C3\SC(=S)N(C)C3=O)cc2)c1 (stereo not drawn)	90	98	96	98	99	107	82	95
C=C1C(=O)O[C@H]2[C@H]1CC/C(CNC(=O)/C1=C/CC[C@@]3(C)O[C@H]3[C@H]3OC(=O)C(=C)[C@@H]3CC1)=C\CC[C@@]1(C)O[C@@H]21	70	/	102	101	92	43	93	75

An excerpt from above, reduced to MDA-MB-231.
| compound | MDA-MB-231 |
| --- | --- |
| S=c1nc[nH]c2c1cnn2-c1ccccc1 | 88 |
| CCCC(=O)Nc1ccc(OCC(O)CNC(C)C)c(C(C)=O)c1 (stereo not drawn) | 106 |

Continuation:
SMILES	T-47D	K-562	MDA-MB-231	BT-549	SR	MDA-MB-468	MOLT-4	MCF7
CC(=O)c1sc(NC(=O)Nc2ccc(C)cc2C)nc1C	62	38	85	83	33	65	38	28
O=C(O)C1(Nc2ccc(Br)cc2)C=C(c2ccccc2)C(O)(c2ccccc2)C1 (stereo not drawn)	78	34	86	93	56	66	54	76
COc1ccccc1C(c1ccccc1)C(c1ccccc1)(c1ccccc1)c1ccccc1 (stereo not drawn)	78	101	89	95	76	100	90	104
CC(C)(C)OC(=O)N[C@@H](Cc1ccccc1)C(=O)N(Cc1ccccc1)C1(C(=O)NCc2ccccc2)CCN(Cc2ccccc2)CC1	38	11	23	71	-0.2*	7.1*	7.7*	25
NC(N)=N/N=C(/c1ccccc1)c1ccc(Cl)cc1	65	42	105	70	50	40	125	11
C=CCn1c(SCC(=O)c2ccc(OC)cc2)nnc1-c1ccc(Cl)cc1	96	99	91	110	108	78	93	97
C=C(C)[C@@H]1CC[C@]2(C(=O)NCCCCCCC(CCCN)CCCN)CC[C@]3(C)[C@H](CC[C@@H]4[C@@]5(C)CCC(=O)C(C)(C)[C@@H]5CC[C@]43C)[C@@H]12	101	99	96	111	92	113	96	104
NCCC(=O)CN	97	98	113	106	100	102	97	99
COc1cc2c(cc1OC)C1=NN(C(=O)Nc3ccc(Br)cc3)C(c3ccncc3)C1C2 (stereo not drawn)	94	92	101	103	94	107	97	94
CCCc1cc(=O)oc2c3c(c4c(c12)OC(C)(C)C=C4)OC(C)[C@H](C)[C@@H]3O (stereo partly drawn)	58	46	85	93	17	101	42	77
CC(C)CC(N)C(=O)NNc1n[nH]c(=S)n1N (stereo not drawn)	93	106	94	98	105	98	107	98
Cn1ncc2cc(CN3CCO[C@H](COc4ccccc4)C3)ccc21	89	89	94	101	103	93	94	100
COc1cc(C2CC(=O)Nc3c2c(C)nn3C)cc(OC)c1O (stereo not drawn)	79	103	96	89	97	103	103	99
COc1ccc(/C=C2\N=C3SCCCN3C2=O)cc1	96	92	112	96	80	99	89	92
COc1cc(CC#N)c([N+](=O)[O-])cc1OC	105	95	100	105	91	100	95	102

Arranged by formula weight (ascending): 3 of the compounds above.
SMILES	T-47D	K-562	MDA-MB-231	BT-549	SR	MDA-MB-468	MOLT-4	MCF7
O=[N+]([O-])c1ccc(N/N=C/c2cccc3ccccc23)cc1	94	/	103	107	78	97	84	94
CC(=O)Nc1cccc(C(=O)C2=Cc3cc4ccccc4n3Cc3cnnn32)c1	93	83	72	85	/	74	89	84
CCNCCNc1c(C)c(-c2ccc(C(F)(F)F)cc2)c(C#N)c2nc3ccccc3n12	83	55	91	75	-0.9*	56	91	76

(next part)
SMILES	T-47D	K-562	MDA-MB-231	BT-549	SR	MDA-MB-468	MOLT-4	MCF7
CC(C)=Cc1cc(-c2cc(C=C(C)C)on2)no1	100	102	113	106	102	106	111	90
CCOc1ccc(NC(=O)c2cc(OC)c(OC)c(OC)c2)cc1	37	17	63	45	25	8.5*	32	21
CN(C)CCN1C(=O)c2cccc3c(C#CCN4C(=O)c5cccc6cccc(c56)C4=O)ccc(c23)C1=O	97	70	96	104	/	112	74	92
Cc1cc(N=Nc2ccc(-c3ccc(N=Nc4ccc(O)c(C(=O)O)c4)cc3)cc2)c(N)c(N=Nc2ccc(C(=O)O)cc2)c1N	79	75	102	67	76	93	90	98
CCC(C)Oc1cc(/C=N/NC(=O)c2cnn3c2NC(c2ccccc2)C3)ccc1OC (stereo not drawn)	/	16	39	41	26	19	25	19
O=C(CCN1CCCC1)Nc1ccc2c(Nc3ccc(F)cc3)c3ccccc3nc2c1	7.8*	0.2*	-17*	51	-21*	-67*	-9.7*	-20*
CC(=O)C1CCC2C3C=C(C)C4=CC(=O)CCC4(C)C3(F)C(O)CC12C (stereo not drawn)	114	106	91	89	100	104	99	79
COC(=O)C1CCCN1S(=O)(=O)/N=C1\NC(=O)NC1=C(Cl)Cl (stereo not drawn)	96	101	101	103	86	80	96	90
CC(=O)N(c1ccccc1)c1ccccc1	108	93	112	96	86	117	93	96
O=C(CSc1nnc2n1S(=O)(=O)c1ccccc1N2c1ccccc1)Nc1nc2ccc(F)cc2s1	98	99	99	97	63	/	87	94
CN(C)c1ccc(/C=C2\C(=N)N=C(SCc3nc4ccccc4[nH]3)NC2=O)cc1	102	104	103	106	98	148	93	93

Bioassay records: PubChem BioAssay, NCI
